Screens (PubChem)
Giardia kill: Small Molecules that selectively kill Giardia lamblia: qHTS | Giardia lamblia trophozoite viability | activity change, % at 7.66 µM, hits read low | 0.15% of 340,000 active | AID 540267, 2011; in the data active = activity change below about -80%; inconclusive = between about -30% and that limit;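 note: parasites exposed to compound for two days anaerobically before the ATP read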
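Luminescent ATP signal served as the viability read-out, measured 15-30 min after adding ATP detection reagent to trophozoites that had been incubated with compounds for 48 hrs at 37 deg C anaerobically at 100 cells/well.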
USP2a inh: qHTS Assay for Inhibitors of Ubiquitin-specific Protease USP2a Using CHOP2 as the Reporter; Potency, µM (doses to about 38.3 µM), without a hit: top-dose activity change, negative = inhibition, usual class: inhibitors; 0.01% of 330,000 active; Ubiquitin carboxyl-terminal hydrolase 2 (Homo sapiens), O75604; USP2 core, Ub-CHOP2 coupled fluorogenic reporter, 485/531; AID 463254, 2010;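 note: potency is the fitted concentration of half-maximal effect; plate controls were DMSO wells for no effect and full inhibition by NEM control for full effect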
Target sequence (O75604 whole entry, looked up): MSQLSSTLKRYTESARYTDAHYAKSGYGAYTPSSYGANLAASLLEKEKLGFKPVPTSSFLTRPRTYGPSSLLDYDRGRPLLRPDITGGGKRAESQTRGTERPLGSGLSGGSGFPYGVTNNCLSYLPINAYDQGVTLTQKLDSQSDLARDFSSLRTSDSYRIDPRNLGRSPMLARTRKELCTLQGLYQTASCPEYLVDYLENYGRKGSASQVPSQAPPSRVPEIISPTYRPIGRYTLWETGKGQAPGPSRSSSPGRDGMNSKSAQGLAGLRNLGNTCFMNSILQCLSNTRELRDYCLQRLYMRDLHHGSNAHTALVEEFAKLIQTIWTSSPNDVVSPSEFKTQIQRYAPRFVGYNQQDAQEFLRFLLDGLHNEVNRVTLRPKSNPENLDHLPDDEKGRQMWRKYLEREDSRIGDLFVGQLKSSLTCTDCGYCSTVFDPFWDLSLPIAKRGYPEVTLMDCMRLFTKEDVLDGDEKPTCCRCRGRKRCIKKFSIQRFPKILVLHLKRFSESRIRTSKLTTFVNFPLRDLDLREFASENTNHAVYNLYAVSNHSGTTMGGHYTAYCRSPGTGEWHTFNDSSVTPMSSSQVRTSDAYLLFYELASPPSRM
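USP2 core (10nM final) preincubated 30min RT with compound in 20mM Tris-HCl pH 8.0, 2mM CaCl2, 2mM beta-mercaptoethanol, 0.05% CHAPS; 25nM Ub-CHOP2 plus 25nM reporter substrate added, fluorescence (Ex485/Em531) read after 60min.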
B2AR arrestin: qHTS assay of beta-arrestin-biased ligands of beta2-adrenergic receptor | beta-arrestin recruitment to beta2AR, cell-based reporter | Potency, µM (highest dose often 46.1 µM), without a hit: at the highest dose activation, hits mostly activators | 0.02% of 330,000 active | AID 492947, 2010;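 note: potency is the fitted concentration of half-maximal effect; 0% = DMSO controls and full agonism = EC100 isoproterenol or metaproterenol; nearly all actives have a fitted effect of over 65% in size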
GALK inhibitor: qHTS Assay for Inhibitors of Human Galactokinase (GALK); Purified GALK, Kinase-Glo residual ATP luminescence; 0.007% of 270,000 active; Potency, µM (series often up to 57.5 µM), without a hit: top-dose activity change, negative = inhibition, actives largely listed as inhibitors; note: potency is the fitted concentration of half-maximal effect
Target sequence (P51570 whole entry, looked up): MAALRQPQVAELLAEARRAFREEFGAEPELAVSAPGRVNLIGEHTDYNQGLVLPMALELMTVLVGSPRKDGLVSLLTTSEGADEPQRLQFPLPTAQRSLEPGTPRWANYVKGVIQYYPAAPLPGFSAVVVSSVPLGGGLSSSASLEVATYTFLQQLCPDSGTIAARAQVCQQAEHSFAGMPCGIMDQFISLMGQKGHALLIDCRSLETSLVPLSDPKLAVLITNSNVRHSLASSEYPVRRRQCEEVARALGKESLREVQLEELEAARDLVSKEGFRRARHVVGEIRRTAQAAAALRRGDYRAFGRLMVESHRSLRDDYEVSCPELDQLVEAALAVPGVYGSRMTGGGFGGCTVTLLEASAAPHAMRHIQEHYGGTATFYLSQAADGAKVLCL
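Luminescence from leftover ATP (Ultra-Glo luciferase/luciferin) served as read-out after a 1 h room-temperature reaction of 5 nM GALK with 35 uM ATP and 100 uM galactose.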
BCR signal inh: qHTS Assay to Find Inhibitors of Chronic Active B-Cell Receptor Signaling; ABC-DLBCL IkBa-CBG/CBR reporter, luminescence ratio, 4 h; AID 493014, 2011; 0.05% of 340,000 active; Potency, µM (doses to about 46.1 µM), inactives show at the top dose ratio change, negative = lower green/red ratio, most hits filed as inhibitors; active = well fitted inhibition curve with a large enough effect in the signal ratio, with a control signal flat, not every such curve was filed as active; inconclusive = small, poorly fitted or top-dose-only effect, or effect the other way, or a change in a side signal; the % refers to the signal ratio;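 note: potency is the fitted concentration of half-maximal effect; plate controls were basal doxycycline-induced cells for no effect and cells given 10 µM MG132 for full effect; MG132 reads +100%, hits lower the ratio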
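Compounds up to 46 uM were incubated four hours with TMD8 cells whose green CBG68 luciferase is fused to IkappaBalpha; red CBR luminescence normalised the signal, and concentration-effect curves were fitted to fusion, red and ratio data.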
KCNH2 3.1 inh: qHTS for Inhibitors of KCHN2 3.1: Mutant qHTS; Potassium voltage-gated channel subfamily H member 2, brain isoform KCNH2 3.1 (human); U2OS KCNH2 3.1, thallium flux FluxOr; hits give low values; activity change, % (tested at about 1.8 µM); 0.95% of 340,000 active;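 active = maximum activity change below -70%; inconclusive = maximum activity change from -70% to -50%; inactive = maximum activity change above -50%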;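 note: thallium influx rate constant from kinetic fluorescence after stimulation buffer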
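Measured as rate of thallium-driven FluxOr signal in transduced U2OS cells carrying the 3.1 channel, read kinetically for 2 min upon stimulation; values are rate constants scaled to DMSO control wells.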
PKM2 act: qHTS Assay for Activators of Human Muscle isoform 2 Pyruvate Kinase; Pyruvate kinase PKM (Homo sapiens), P14618; purified PKM2, Kinase-Glo ATP luminescence, activation; response scale: 0% is enzyme alone, no compound; Potency, µM (doses to about 57.5 µM), inactives show at the highest dose activation, usual class: activators; 0.34% of 260,000 active; AID 1631, 2009; note: potency is the fitted concentration of half-maximal effect; nearly all actives have a fitted effect of over 55% in size
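ATP formation by purified human PK-M2, quantified via coupled luciferase luminescence after 1 h at room temperature with 0.1 mM ADP and 0.5 mM PEP final.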
Coupling enz: qHTS Assay for Inhibitors of Fructose-1,6-bisphosphate Aldolase from Giardia Lamblia: Coupling assay counterscreen; coupling enzyme system counterscreen, AmpLite Red fluorescence; activity change, negative = inhibition, % at 58.2 µM, hits read low; 0.67% of 290,000 active; AID 2472, 2010; in the data active = activity change below about -30%
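Activity here indicates interference with the coupling reaction, not aldolase inhibition. Compounds at 57.5 uM final met coupling enzymes for 10 min at RT; substrate and AmpLite Red detection followed, with a 525/598 nm fluorescence read after 20 min.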
Eya2 phos inh: qHTS Assay for Inhibitors of the Phosphatase Activity of Eya2. recombinant Eya2, OMFP fluorescence dephosphorylation (OMFP is methylfluorescein phosphate). Potency, µM (highest dose often 76.9 µM), without a hit: top-dose activity, negative = inhibition, usual class: inhibitors. 0.006% of 330,000 active; note: potency is the fitted concentration of half-maximal effect
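Eya2 protein (added as 0.2 uM solution) was preincubated with compound for 10 min at ambient temperature in 50 mM HEPES pH 7.5, 50 mM NaCl, 5 uM MgCl2, 0.05% BSA, 1 mM DTT. OMFP (added at 50 uM) then reacted 10 min; fluorescence read at 485/525 nm.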
uPA generation: qHTS for Inhibitors of Cell Surface uPA Generation; cell surface uPA generation assay, qHTS; 0.31% of 330,000 active; Potency, µM (top dose mostly 38.3 µM), without a hit: top-dose activity change, negative = inhibition, usual class: inhibitors; active = well fitted inhibition curve with a large enough effect; inconclusive = small, poorly fitted or top-dose-only effect; inactive = no such curve, though single readings can be large or run the other way; tested in mouse RAW 264.7 cells; note: potency is the fitted concentration of half-maximal effect; nearly all actives have a fitted effect of over 55% in size
KCNH2 WT inh: qHTS for Inhibitors of KCHN2 3.1: Wildtype qHTS; Voltage-gated inwardly rectifying potassium channel KCNH2 (Homo sapiens), Q12809; 0.37% of 340,000 active; activity change, % at 1.84 µM; U2OS, BacMam KCNH2, thallium flux FluxOr; hits give low values;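 active = maximum activity change below -70%; inconclusive = maximum activity change between -70% and -50%; inactive = maximum activity change above -50%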
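U2OS cells transduced with wild-type KCNH2 virus are loaded with FluxOr dye for 45 min, and thallium flux is measured in kinetic reads before and after stimulation buffer. Rate constants are normalized to DMSO controls.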
Numbers without * were called inactive; u = inconclusive; x = not tested or not shown; & = joins results of further samples; [ ] = another dose, or the depositor's remark. Unless noted, calls come from the whole dose curve; as a rule, active = well fitted curve in the direction sought with a large enough effect; inconclusive = small, poorly fitted or top-dose-only effect, or another doubt; inactive = no such curve, though single readings can be large; an effect the other way counts as inactive or inconclusive. Unless noted, % is set by controls: 0 for no effect and ±100 for the full control effect.

Molecule	BCR signal inh	Giardia kill	PKM2 act	uPA generation	GALK inhibitor	Eya2 phos inh	Coupling enz	USP2a inh	KCNH2 3.1 inh	B2AR arrestin	KCNH2 WT inh
CCc1ccc(C2CC(c3ccccc3)n3ncnc3N2)cc1 (configuration not stated)	u	28	1%	8%	2%	-1%	-1	2%	-3	0.3%	-2
CCOc1ccc(CC(=O)Nc2sc(Cc3ccccc3)c(C)c2C(N)=O)cc1OCC	-4%	9	4%	5%	-1%	-10%	-4	-3%	8	0.2%	-3
O=C(CNc1ccc2c(c1)OCO2)N/N=C\c1cn(Cc2ccc(F)cc2)c2ccccc12	u	x	12%	x	0%	-6%	-14	-18%	x	-1.6%	x
COc1ccc(-c2noc(N3CCC(C(=O)N(C)c4ccccc4C)CC3)n2)cc1	-14%	-5	1%	-24%	x	0%	-7	-1%	-24	-0.5%	3
O=C(Cc1cc(=O)[nH][nH]1)N/N=C/C=C/c1ccccc1	u	16	4%&5%	2%	-2%&-1%	u	0&-1	-1%&-6%	-10	-0.1%&0.2%	-1
CCOC(=O)N1CCN(C(=O)c2c(-c3ccccc3Cl)noc2C)CC1	4%	15	-3%	2%	1%	-1%	2	1%	23	0.2%	-4
CC(Oc1ccc(C#N)cc1)C(=O)NC1CCCC1 (configuration not stated)	1%	2	x	0%	x	-1%	x	2%	3	-0.2%	5
CC(C)C(C)NC(=O)CN1C(=O)NC(C)(c2ccc3ccccc3c2)C1=O (configuration not stated)	-13%	u	x	1%	2%	4%	0	2%	14	0.1%	-22
CC(C)OC(=O)CSc1nnc(-c2ccccn2)n1C	4%	-15	-5%	1%	-1%	14%	0	6%	5	0.2%	-14
CN(C)C(=O)c1ccc(-n2cccn2)nc1	-14%	1	-20%	3%	0%	u	-3	0%	8	-0.2%	-2
CCC(C)CN1CCC(CO)(Cc2ccccc2Cl)CC1 (configuration not stated)	-1%	16	-2%	-2%	1%	-18%	-1	0%	1	0.4%	12
COc1ccc(CCN(C)C(=O)CSc2nnc(-c3ccco3)o2)cc1OC	2%	-12	3%	6%	-2%	2%	x	4%	-13	-1.0%	-6
CCN(Cc1ccccc1)S(=O)(=O)c1ccccc1Br	4%	-1	x	-18%	x	-1%	x	0%	-11	0.3%	0
O=C(COC(=O)c1ccccc1[N+](=O)[O-])c1ccc(C2CCCCC2)cc1	u	-22	-1%	-1%	0%	5%	3	0%	7	0.0%	22
COc1ccccc1OCC(=O)Nc1ccc(CSc2ccccc2)cc1C	8%	-8	-1%	3%	-2%	-11%	-2	3%	-29	0.0%	-6

Molecule	BCR signal inh	Giardia kill	PKM2 act	uPA generation	GALK inhibitor	Eya2 phos inh	Coupling enz	USP2a inh	KCNH2 3.1 inh	B2AR arrestin	KCNH2 WT inh
O=C(CCCc1ccccc1)NCCCN1CCOCC1	3%	-15	9%	-1%	4%	0%	3	0%	20	-0.5%	8
Fc1cccc2sc(Nc3nc4cc5c(cc4s3)OCCO5)nc12	0%	-6	-4%	-7%	0%	-4%	1	-1%	-6	0.0%	-5
CCOc1ccc(NC(=O)c2ccc(NC(=O)COC(=O)c3ccc(NC(=O)CC#N)cc3)cc2)cc1	-1%	11	x	8%	x	1%	x	7.9µM*	-4	-0.3%	-1
CCOc1ccc(NCc2cc3cc(OC)ccc3[nH]c2=O)cc1	6%	0	4%	u	-3%	2%	-17	8%	7	0.3%	1
Cc1cc2c(ccc3[nH]onc32)n1	u	-1	9%	3%	-3%	-5%	0	1%	-10	-0.1%	-7
N#CCOC(=O)[C@H](Cc1c[nH]c2ccccc12)NS(=O)(=O)c1ccc(Cl)cc1	-10%	2	x	11%	5%	1%	-5	0%	14	5.6%	-3
CC(=O)Nc1ccc(S(=O)(=O)NCCc2cc3ccc(C)c(C)c3[nH]c2=O)cc1	0%	13	-2%	-3%	-2%	6%	x	1%	11	-1.2%	3
COc1cc(NS(=O)(=O)c2ccc(N=Cc3c(C)[nH]n(-c4ccccc4)c3=O)cc2)nc(OC)n1	17%	6	-17%	-8%	1%	10%	3	-2%	1	-0.3%	-10
COc1cc(OC)cc(C(=O)Nc2ccc3c(c2)CCCN3C(=O)c2cccs2)c1	-1%	-19	x	-14%	0%	13%	x	-10%	-12	0.0%	-29
Cc1cccc(NC(=O)CSc2nnc(-c3ccc(S(=O)(=O)N4CCOCC4)cc3)n2C)c1	-1%	-10	10%	0%	8%	17%	1	3%	2	0.0%	5
CCOc1cc(CNCc2ccccc2)ccc1OCC(=O)NC1CCCCC1	-1%	14	-10%	-22%	-9%	-6%	x	1%	-3	0.2%	16
O=C1/C(=C/c2cccc(Cl)c2)SC(=S)N1CCC(=O)N1CCCCC1CCO (configuration not stated)	u	5	x	6%	-2%	-3%	x	-5%	-2	0.0%	-15
COc1cc(/C=C/C(=O)O)ccc1O	x	-1	x	4%	x	x	1	x	6	x	4
CC(=N)c1c(O)c2ccccc2oc1=O	u	-6	-2%	13%	x	-1%	2	-1%	13	-0.6%	-17
CCN(CC)C(=S)Nc1ccc(C(=O)OC)cc1	-7%	2	3%	8%	1%	-17%	-1	1%	-3	-0.2%	-1

Molecule	BCR signal inh	Giardia kill	PKM2 act	uPA generation	GALK inhibitor	Eya2 phos inh	Coupling enz	USP2a inh	KCNH2 3.1 inh	B2AR arrestin	KCNH2 WT inh
COc1ccc(CNC(=O)CCCC2=NS(=O)(=O)c3ccccc3N2)cc1	1%	-13	x	3%	5%	0%	x	4%	-12	-0.9%	-8
COC(=O)c1cc(S(=O)(=O)N2CCC(c3cc(OC)ccc3OC)C2)c[nH]1 (configuration not stated)	-20%	14	15%[0.46 µM]	-9%	0%	-13%	0	2%	-5	-0.1%	-5
COc1ccccc1C1CC(c2ccc(Cl)cc2)Nc2ncnn21 (configuration not stated)	-2%	10	-6%	4%	0%	-16%	-1	0%	-2	-0.2%	5
CC(C)Nc1nc(NC(C)C)nc(SCC(N)=O)n1	0%	-3	7%	-11%	1%	-10%	3	3%	-3	-0.1%	-1
Cc1cccc(N(CC(O)CN2CCOCC2)S(=O)(=O)c2ccccc2)c1 (configuration not stated)	2%	-5	x	2%	-1%	-5%	-1	1%	4	0.2%	6
CCC(C(=O)Nc1c[nH]c(=O)[nH]c1=O)c1ccccc1 (configuration not stated)	-4%	4	-5%	2%	0%	1%	1	4%	0	-0.3%	-2
O=C1c2ccccc2C(=O)N1CCCc1nc(-c2ccccn2)no1	0%	-15	-6%	1%	1%	16%	-2	1%	-100*	-0.2%	-6
CCCS(=O)(=O)N1CCCC(C(=O)NCCc2ccc(Cl)cc2)C1 (configuration not stated)	-1%	6	0%	4%	-1%	5%	5	2%	13	0.0%	-10
CC(NC(=O)c1ccccc1NC(=O)c1ccco1)c1ccccc1 (configuration not stated)	u	-8	0%	4%	-2%	3%	2	1%	5	-0.6%	-3
c1ccc2oc(-c3[nH]ncc3CN(Cc3ccncc3)CC3CCCO3)cc2c1 (configuration not stated)	-8%	9	6%	-4%	2%	0%	-1	-1%	-1	0.0%	3
CCCCNc1c(-c2cccc(-c3ccc(OC)cc3)c2)nc2cc(C)ccn12	u	-12	x	u	x	5%	x	-5%	-38	-0.6%	-16
CCC(C)C(=O)Nc1nnc(SCC(=O)NC(C)(C)C)s1 (configuration not stated)	13%	3	x	8%	1%	-1%	3	-1%	23	0.4%	32
Cc1ccc(-n2nc(C)c3c(C)onc3c2=O)cc1	0%	6	0%	-5%	0%	u	4	-1%	1	-0.7%	-8
O=C(NCc1ccccn1)c1ccc(COc2ccc(Cl)cc2)o1	3%	-7	-7%	-1%	-1%	10%	-1	-1%	1	-0.2%	5
OC1(c2cccnc2)CCN(Cc2nnnn2C2CCCCC2)CC1	5%	10	-3%	0%	-1%	6%	3	4%	3	-0.1%	1
CC(=O)c1cnc(SCc2ccc(Cl)cc2)nc1C	-1%	-7	5%	0%	-1%	-5%	0	-2%	-3	0.0%	-3
COc1ccc2cc(C(=O)O)ccc2c1	11%	11	0%	-5%	0%	-1%	7	0%	7	0.4%	6
C/C(=N\NC(=O)c1ccccc1O)C1C(=O)c2ccccc2C1=O	u	12	-21%	1%	-9%	0%	2	5%	13	-0.1%	3
